Apoferritin bind = qHTS Assay for Identification of Novel General Anesthetics. Ferritin light chain (Equus caballus), P02791. apoferritin/1-aminoanthracene competitive binding, fluorescence. Potency, µM (top dose mostly 77.5 µM), without a hit: top-dose activity change, negative = displacement, hits mostly inhibitors. 350,000 tested, 0.074% active. AID 485281, 2010; further: potency means the concentration at half of the fitted maximal effect; on the % scale 0 is the no-effect control and ±100 the full control effect; nearly all actives have a fitted effect of over 20% in size
Target sequence (P02791 2-175 limits assumed): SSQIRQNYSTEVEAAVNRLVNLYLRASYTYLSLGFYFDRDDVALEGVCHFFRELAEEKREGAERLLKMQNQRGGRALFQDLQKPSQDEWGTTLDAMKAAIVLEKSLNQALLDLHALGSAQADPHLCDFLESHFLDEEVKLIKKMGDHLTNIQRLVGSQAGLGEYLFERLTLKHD
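Horse-spleen apoferritin (10 uM) was mixed with 50% saturated 1-aminoanthracene in PBS, exposed to compounds for 10 min at room temperature, and read for fluorescence (ex 380 nm, em 535 nm). Competitive displacement was fitted with a four-parameter Hill equation.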
APEX1 inh = qHTS Assay for Inhibitors of the Human Apurinic/apyrimidinic Endonuclease 1 (APE1). Potency, µM (doses to about 65.8 µM), for inactives: at the top dose activity change, negative = inhibition, hits mostly inhibitors. recombinant APE1, TAMRA/BHQ-2 abasic DNA cleavage fluorescence. 350,000 tested, 0.35% active. DNA repair nuclease/redox regulator APEX1 (Homo sapiens), P27695. AID 2517, 2012;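 further: potency means the concentration at half of the fitted maximal effect; plate controls were vehicle for no effect and reference inhibitor for full effect; nearly all actives have a fitted effect of over 55% in size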
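Quantitative HTS: incision of a TAMRA/BHQ-2 double-stranded substrate bearing a tetrahydrofuran abasic site by 0.75 nM APE1 raises fluorescence. Substrate 50 nM final, added after 15 min compound preincubation at room temperature; progress as third-minus-first kinetic read difference.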
Pol beta inh = qHTS Assay for Inhibitors of DNA Polymerase Beta; P06746; Pol beta primer extension/strand displacement, fluorescence kinetic; Potency, µM (doses to about 114 µM), for the others: top-dose activity change, negative = inhibition, actives largely listed as inhibitors; 340,000 tested, 1.3% active; further: potency means the concentration at half of the fitted maximal effect; on the % scale 0 is the no-effect control and ±100 the full control effect
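Pol beta (10 nM) and compounds were preincubated 15 min at room temperature, then 50 nM substrate (final) started primer extension/strand displacement. Reads were taken at 0 and 10 min; concentration-response data were fitted to a four-parameter Hill equation.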
ERG-DNA inh = qHTS for Small Molecule Inhibitors of the ERG Ets/DNA interaction; fluorescence polarization, His-ERG Ets domain / labelled DNA; Potency, µM (titrated, usually from 76.9 µM), for the others: at the top dose FP activity, negative = inhibition, actives largely listed as inhibitors; 370,000 tested, 0.028% active; active means well fitted inhibition curve with a large enough effect in the polarisation, with a control signal flat; inconclusive means small, poorly fitted or top-dose-only effect, or effect the other way, or a change in a side signal; inactive means no such curve, though single readings can be large or run the other way; the % refers to the polarisation;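 further: polarization taken with two DNA probes labelled with fluorescein and Texas red; potency means the concentration at half of the fitted maximal effect; % of control where 0% means no effect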
Target sequence (P11308 whole entry, looked up, the tested form may be a part): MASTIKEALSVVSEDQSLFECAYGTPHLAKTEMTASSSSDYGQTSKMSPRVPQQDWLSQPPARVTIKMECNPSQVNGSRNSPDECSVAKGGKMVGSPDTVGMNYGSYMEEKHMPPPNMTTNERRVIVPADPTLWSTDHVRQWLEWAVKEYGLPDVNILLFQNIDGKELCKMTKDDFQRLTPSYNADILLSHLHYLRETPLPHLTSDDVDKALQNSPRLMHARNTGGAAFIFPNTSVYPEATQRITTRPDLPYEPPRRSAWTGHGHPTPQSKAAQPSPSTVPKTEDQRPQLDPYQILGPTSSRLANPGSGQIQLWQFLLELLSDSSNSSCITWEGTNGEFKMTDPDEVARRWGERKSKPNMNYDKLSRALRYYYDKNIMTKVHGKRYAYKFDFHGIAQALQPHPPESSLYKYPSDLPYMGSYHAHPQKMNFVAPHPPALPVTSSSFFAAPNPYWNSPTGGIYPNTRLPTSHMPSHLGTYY
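His-tagged ERG Ets domain (1 uM in the protein solution; 300mM KCl, 50mM Tris-HCl, 1mM EDTA, 1mM DTT, pH 7.5) received compound, then a probe mix of 5 nM fluorescein-DNA and 100nM Texas-615-DNA. Fluorescence polarization was read for both dyes.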
POLI inh = qHTS for Inhibitors of Polymerase Iota; Pol iota fluorescent replication assay, 10 min; Potency, µM (highest dose often 115 µM), for inactives: at the top dose activity, negative = inhibition, actives largely listed as inhibitors; DNA polymerase iota (Homo sapiens), Q9UNA4; 390,000 tested, 1% active; further: potency means the concentration at half of the fitted maximal effect
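Pol iota at 10 nM preincubated 15 min with compounds at room temperature; reaction started with fluorescent substrate, 50 nM final. Fluorescence read kinetically at 0 and 10 min; buffer-only wells as negative control.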
Pol kappa inh = qHTS for Inhibitors of Polymerase Kappa; purified Pol kappa, fluorescent DNA synthesis assay, 10 min; Potency, µM (series often up to 107 µM), inactives show at the highest dose activity, negative = inhibition, hits mostly inhibitors; 400,000 tested, 0.53% active; AID 588579, 2011; further: potency means the concentration at half of the fitted maximal effect; on the % scale 0 is the no-effect control and ±100 the full control effect
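50 nM final substrate added after 15 min RT preincubation of 10 nM Pol kappa with compound; fluorescence read at 0 and 10 min.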
BLM helicase inh = qHTS Assay for Inhibitors of Bloom's syndrome helicase (BLM); RecQ-like DNA helicase BLM (Homo sapiens), P54132; Potency, µM (top dose mostly 56.1 µM), without a hit: at the highest dose activity change, negative = inhibition, hits mostly inhibitors; recombinant BLM DNA unwinding, fluorescence dequenching; 350,000 tested, 0.2% active; AID 2528, 2010;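 further: potency means the concentration at half of the fitted maximal effect; plate controls were vehicle for no effect and no enzyme for full effect; nearly all actives have a fitted effect of over 35% in size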
12-LOX inh = Primary qHTS assay for inhibitors of human arachidonate 12S-lipoxygenase (ALOX12): Round 2; Potency, µM (titrated, usually from 108 µM), inactives show at the highest dose activity change, negative = inhibition, hits mostly inhibitors; purified 12hLO, xylenol orange hydroperoxide absorbance; 580,000 tested, 1.1% active; AID 1671190, 2021; further: potency means the concentration at half of the fitted maximal effect; on the % scale 0 is the no-effect control and ±100 the full control effect
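Hydroperoxide product was detected by ferrous iron/xylenol orange as the 573 to 405 nm absorbance ratio. Arachidonic acid at 40 uM (final) was turned over for 30 min at room temperature by 150 nM human 12hLO, pH 7.0 Hepes buffer, after 15 min compound preincubation.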
TRHR ag = qHTS for Small Molecule Agonists and Allosteric Enhancers of Human TRH Receptor: Primary Screen for Agonists; Thyrotropin-releasing hormone receptor (Homo sapiens), P34981; TRHR cells, calcium flux fluo-8, FDSS agonist mode; activation, % at 2 µM; 360,000 tested, 0.18% active; AID 493084, 2011; in the data active means activation above about 30%; further: 0% is about no effect
Target sequence (P34981 whole entry, looked up): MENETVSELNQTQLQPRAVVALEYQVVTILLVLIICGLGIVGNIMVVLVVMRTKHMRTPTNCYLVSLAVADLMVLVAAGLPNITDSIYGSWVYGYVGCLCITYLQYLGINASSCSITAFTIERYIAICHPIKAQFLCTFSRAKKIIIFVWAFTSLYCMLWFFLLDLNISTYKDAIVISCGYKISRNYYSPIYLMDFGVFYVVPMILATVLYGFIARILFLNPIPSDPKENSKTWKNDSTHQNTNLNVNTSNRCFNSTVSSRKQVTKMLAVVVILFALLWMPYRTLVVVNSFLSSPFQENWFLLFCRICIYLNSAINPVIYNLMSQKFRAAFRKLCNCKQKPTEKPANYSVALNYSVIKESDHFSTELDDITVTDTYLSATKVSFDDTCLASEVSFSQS
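Agonist-mode FDSS calcium read (Ex 480/Em 530, 1 s cycles) in 1536-well TRHR cells with fluo-8 dye, after 10-cycle baseline and 23 nL compound addition; TRH at EC20 (10 nM final) added afterwards for the enhancer phase.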
Starred values were filed as active, the others as inactive; ? = inconclusive; · = not tested or not shown; [ ] = another dose, or the depositor's remark. Unless noted, the call rests on the fitted dose curve; in most records, active means well fitted curve in the direction sought with a large enough effect; inconclusive means small, poorly fitted or top-dose-only effect, or another doubt; inactive means no such curve, though single readings can be large; an effect the other way counts as inactive or inconclusive. This is a subset; count on the stated rates, not on these rows.

SMILES	Apoferritin bind	APEX1 inh	Pol beta inh	ERG-DNA inh	POLI inh	Pol kappa inh	BLM helicase inh	12-LOX inh	TRHR ag
Cc1ccc(/C=N/N2C(=S)SC(C)(C)C2N(O)C(=O)Nc2ccc([N+](=O)[O-])cc2)cc1 (stereo not drawn)	-21.8%	10.0%	-8.2%	-23.4%	-14.3%	-4.4%	-8.4%	4.2%	0.0
CNCCCCOc1ccccc1-c1ccccc1	-1.6%	0.0%	7.2%	-4.8%	7.9%	-13.0%	-0.5%	?	1.4
CC(C)Cn1c(-c2ccncc2)n[nH]c1=S	-3.8%	6.2%	15.5%	-4.8%	81.1%[activator]	-0.2%	-0.8%	?	0.6
CCCn1c(N)c(Sc2ccc(C)cc2)c(=O)n(CCC)c1=O	-4.2%	-0.2%	-16.1%	-5.5%	28.9%	-4.8%	-0.2%	0.0%	-0.3
CCOC(=O)C1=C(COC(=O)CSc2ccc(Br)cc2)NC(=O)NC1C (stereo not drawn)	·	-21.3%	·	-7.7%	-8.1%	-16.2%	·	?	-0.3
COc1cccc(-c2cc(C(=O)Nc3ccccc3SC)no2)c1	-12.2%	-9.1%	12.3%	0.8%	3.8%	-4.3%	-5.1%	0.0%	0.9
CCOc1ccc(NC(=O)CN(C)CC(=O)Nc2ccccc2C#N)cc1OCC	-15.8%	3.6%	-0.7%	-1.2%	-10.2%	0.2%	-2.8%	54.5%[activator]	-0.3
Cc1sc2ncn(CC(=O)NCC3COc4ccccc4O3)c(=O)c2c1S(=O)(=O)N1CCCCC1 (stereo not drawn)	1.9%	?	-0.7%	-0.7%	-3.6%	-9.5%	-2.2%	-23.4%	-0.5
Cc1nc(-n2cc(F)c(=O)[nH]c2=O)c2nc(C)oc2n1	-1.1%	3.7%	-23.1%	5.7%	23.2%	4.9%	-1.9%	-8.4%	0.0
O=[n+]1c2c(n([O-])c3cc(F)c(F)cc31)CCCC2	-7.0%	-5.1%	11.5%	-1.9%	?	?	-0.4%	0.0%	0.2
COc1cc2ncnc(NCc3ccccc3F)c2cc1OC	-3.0%	13.2%	-1.2%	-0.7%	11.3%	1.6%	4.4%	0.0%	-0.5
COc1ccc(CCNC(=O)C2CCN(S(=O)(=O)N3CC(C)CC(C)C3)CC2)cc1OC (stereo not drawn)	-13.8%	-2.1%	5.1%	·	29.0%	-3.8%	-2.4%	12.6%	-0.7
CCN(CC)c1nc2c(s1)C(=O)NCCC2	-17.5%	3.0%	26.5%	4.3%	2.3%	-0.1%	-2.8%	15.4%	0.2
COC(=O)c1ccc(NC(=O)COc2ccc(C3C(C#N)=C(N)Oc4c3ccc3ccccc43)cc2OC)cc1 (stereo not drawn)	-15.3%	5.0%	3.1%	2.3%	-16.0%	-7.6%	-7.9%	2.9%	1.0
Cc1ccnc(NC(=O)c2ccc(S(=O)(=O)c3ccccc3)cc2)c1	?	7.7%	0.4%	0.4%	-24.8%	6.0%	-2.5%	-4.8%	-0.6
O=c1cc(-c2c(O)c3ccccc3n(Cc3ccccc3)c2=O)[nH][nH]1	?	-2.6%	8.91µM*	6.3%	?	79.4µM*	-12.8%	25.1µM*	-0.4
CC1(C)CC(=O)C(C=NC2CCCCC2)=C(O)C1	-14.3%	1.4%	7.2%	-8.1%	17.8%	-2.3%	1.6%	-6.1%	1.6
CCC(c1nnnn1CCc1ccccc1)N(Cc1ccco1)Cc1cc2cccc(C)c2[nH]c1=O (stereo not drawn)	2.2%	-9.1%	1.5%	-1.9%	-1.1%	-4.8%	-6.6%	?	0.3
CCC(C(=O)NCc1ccco1)n1nc(C)n2c(cc3occc32)c1=O (stereo not drawn)	-6.6%	1.9%	-10.0%	-3.6%	-17.5%	-15.2%	-0.6%	-14.0%	-0.6
COc1ccc(C2CC(=O)N(C)c3ccccc3S2)cc1OC (stereo not drawn)	-7.4%	-1.6%	1.9%	-1.1%	3.2%	-1.0%	0.0%	-6.3%	-0.9
C=CCOc1cccc(C2/C(=C(\O)c3ccc(F)cc3)C(=O)C(=O)N2CCN(C)C)c1 (stereo not drawn)	-12.9%	4.7%	-2.7%	5.9%	15.7%	-21.9%	-0.3%	?	-0.3
Cc1ccc(CNc2ncc(-c3ccc4c(c3)OCO4)n2C)cc1	?	-1.7%	3.2%	-24.3%	10.8%	-8.7%	1.7%	?	0.2
O=[N+]([O-])c1ccc(Cn2cc(-c3cccc(C(F)(F)F)c3)nn2)cc1	?	-8.3%	-4.2%	3.2%	89.1µM*	?	-4.0%	-16.8%	-1.0
COc1ccc(OC)c(NC(=O)[C@@]2(CC(=O)O)CC(/C=C/c3ccccc3)=NO2)c1	2.7%	-10.3%	1.2%	-1.1%	35.9%	0.4%	-4.1%	8.4%	-0.9
S=c1[nH]c2ccc(Cc3ccc4[nH]c(=S)[nH]c4c3)cc2[nH]1	2.2%	15.0%	0.0%	0.7%	7.8%	-8.2%	-9.3%	44.7µM*	0.6
CN(C(=O)COC(=O)Cc1c(F)cccc1Cl)c1c(N)n(Cc2ccccc2)c(=O)[nH]c1=O	·	-11.3%	·	·	21.8%	-1.0%	·	195.4%[activator]	0.4
COc1ccc(C)cc1N(CC(=O)N1CCCC1)S(=O)(=O)c1ccccc1	-1.3%	-1.0%	15.9%	-7.6%	53.1%[activator]	-1.7%	-0.8%	-11.1%	0.3
CN1c2ccccc2C(O)=C(C(=S)Nc2ccc(Cl)cc2)S1(=O)=O	4.8%	12.0%	0.5%	-10.6%	?	-21.1%	-0.9%	-24.5%	0.1
O=C(Cn1c(=O)n(Cc2ccc3c(c2)OCO3)c(=O)c2ccc(C(=O)NC3CCCCC3)cc21)Nc1ccccc1F	-18.3%	·	23.9%	2.6%	24.2%	10.9%	0.9%	-17.2%	1.3
CCN(CC)CCN(C(=O)CCS(=O)(=O)c1ccccc1)c1nc2c(C)cc(C)cc2s1	-6.9%	-1.0%	6.8%	1.6%	19.2%	-4.8%	2.2%	0.6%	0.5
O=C(C1CC1(c1ccccc1)c1ccccc1)N1CCOCC1 (stereo not drawn)	-5.6%	-1.1%	35.5%	2.8%	34.2%[activator]	-24.9%	3.1%	?	-0.1
CCC(C)(C(=O)NC1CCCCC1)N(Cc1ccco1)C(=O)c1cnccn1 (stereo not drawn)	-3.0%	1.1%	17.0%	-7.5%	16.2%	-13.3%	-8.4%	?	0.3
CNC(=S)N1CCc2cc(OC)c(OC)cc2C1COc1ccc(OC)cc1 (stereo not drawn)	-22.3%	-5.2%	-4.5%	1.0%	0.2%	-4.3%	-5.7%	-0.7%	0.0
CCOc1cc(-n2ncc(C#N)c2N)nc(SC)n1	0.2%	6.7%	15.1%	2.1%	31.4%[activator]	-29.2%	-2.2%	0.0%	-0.2
CCCNC(=O)c1ccc(SCC(=O)N(CC)CC)c([N+](=O)[O-])c1	-8.2%	5.8%	1.4%	4.2%	141.9%[activator]	-1.5%	-0.8%	-10.3%	0.2
Cc1nc2cnc(N3CCOCC3)nc2n(Cc2ccc(F)cc2)c1=O	·	-8.5%	·	·	·	1.3%[60.1 µM]	-8.6%	0.0%	·
O=C(Oc1ccc[nH]c1=O)c1cc([N+](=O)[O-])cc([N+](=O)[O-])c1	0.7%	16.9%	24.9%	1.3%	?	-8.0%	-4.5%	68.9%[activator]	0.9
CC1CCCN(S(=O)(=O)c2ccc(NC(=O)CCN3C(=O)c4ccccc4C3=O)cc2)C1 (stereo not drawn)	?	-4.8%	-0.1%	1.8%	-6.7%	-9.2%	-0.7%	3.6%	37.5*
COc1ccc(CNc2nc(-c3ccccc3)nn2S(=O)(=O)c2ccccc2)cc1	-0.9%	·	8.1%	6.1%	?	0.0%	-5.3%	-2.7%	-0.8
CC(=O)Nc1ccc(S(=O)(=O)NNC(=O)COc2cccc3ccccc23)cc1	-9.5%	0.3%	-1.2%	-1.7%	14.5%	-7.7%	-5.9%	-8.0%	0.4
CC(=O)NC1=NN(C(C)=O)C(C)(c2cccc([N+](=O)[O-])c2)S1 (stereo not drawn)	-8.3%	13.0%	43.6%	-8.5%	12.5%	-4.5%	-4.5%	-6.8%	-0.1
CCc1c(C(=O)OC)nnc2cc(C)nn12	-7.8%	2.2%	4.6%	3.0%	13.9%	-1.8%	-0.4%	?	0.4

Copied from above for reference:
SMILES	Apoferritin bind	APEX1 inh	Pol beta inh	ERG-DNA inh	POLI inh	Pol kappa inh	BLM helicase inh	12-LOX inh	TRHR ag
O=C(C1CC1(c1ccccc1)c1ccccc1)N1CCOCC1 (stereo not drawn)	-5.6%	-1.1%	35.5%	2.8%	34.2%[activator]	-24.9%	3.1%	?	-0.1
CCC(C)(C(=O)NC1CCCCC1)N(Cc1ccco1)C(=O)c1cnccn1 (stereo not drawn)	-3.0%	1.1%	17.0%	-7.5%	16.2%	-13.3%	-8.4%	?	0.3
CNC(=S)N1CCc2cc(OC)c(OC)cc2C1COc1ccc(OC)cc1 (stereo not drawn)	-22.3%	-5.2%	-4.5%	1.0%	0.2%	-4.3%	-5.7%	-0.7%	0.0
